# Screening results (PubChem)
# CHOP UPR activ – activators of apoptotic arm of unfolded protein response (CHOP); CHO-CHOP luciferase reporter, UPR activation, luminescence; percent of tunicamycin response over DMSO baseline; activation, % at 10 µM; hit rate 0.34% among 330,000; AID 449763;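 active = at 10 µM dose, activation of 40% or more, normalized to positive control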;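 note: 100% = tunicamycin at 10 µg/mL and 0% = DMSO alone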
#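 System: CHO-CHOP luciferase reporter cell line | Buffer or medium: F12 medium containing 10% fetal bovine serum | Doses: One dose, 10 µM in 0.5% DMSO | Times: 6 h compound exposure at 37 °C after overnight seeding | Signal: Luciferase luminescence | Read-out: % activation vs tunicamycin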
# tim23-1 inh – inhibits growth of tim23-1 mutant yeast; S. cerevisiae tim23-1 growth, BacTiter-Glo luminescence, 24 h; inhibition, % at 20 µM; hit rate 1.3% among 330,000; AID 463212;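 active = growth inhibition of the mutant yeast at or above 50%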;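 note: temperature-sensitive mutant grown at 25 °C; plate controls were DMSO-treated mutant yeast for no effect and medium wells lacking yeast for full effect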
# APJ agonist – agonists of human APJ apelin receptor. P35414. CHO-K1 APJ PathHunter beta-arrestin, luminescence; 0% DMSO wells, 100% apelin. activation, % at 20 µM. hit rate 0.11% among 330,000. AID 2520;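 active = activation more than six SD over the plate average, tested at 20 µM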;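 note: 0% = DMSO alone and 100% = apelin-13 at 10 nM; some results filed as inactive read as strong as hits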
# Target sequence (P35414 whole entry, looked up): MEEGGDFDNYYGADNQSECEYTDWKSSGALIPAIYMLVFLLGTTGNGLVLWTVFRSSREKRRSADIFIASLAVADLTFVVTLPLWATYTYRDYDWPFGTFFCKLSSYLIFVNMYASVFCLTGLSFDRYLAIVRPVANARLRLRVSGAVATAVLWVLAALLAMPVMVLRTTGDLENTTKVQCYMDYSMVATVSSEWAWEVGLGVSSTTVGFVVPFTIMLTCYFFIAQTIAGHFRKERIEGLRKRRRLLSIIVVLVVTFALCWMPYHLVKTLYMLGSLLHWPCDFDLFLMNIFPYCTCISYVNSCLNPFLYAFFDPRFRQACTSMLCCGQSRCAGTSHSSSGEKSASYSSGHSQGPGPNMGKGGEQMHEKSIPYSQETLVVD
#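 Test system: CHO-K1 APJ beta-arrestin complementation cell line. Amount: cell density 1000 per well. Controls: DMSO negative, 10 nM Apelin-13 positive. Signal: luminescent beta-gal fragment complementation, chemiluminescent substrate. Read-out basis: agonist-driven arrestin binding to APJ. Timing: compound stimulation 90 min at 25 °C, detection 60 min.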
# Mdm2 MdmX PPI – human Mdm2/MdmX binding inhibition; AID 485346; hit rate 3% among 330,000; O15151+Q00987; SaOS-2 split-luciferase Mdm2/MdmX complementation, luminescence; inhibition, % at 8 µM;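 active = inhibition of at least 50% at 8 µM in the primary screen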
# TIM10 inh – TIM10 yeast growth inhibition | S. cerevisiae TIM10 strain growth, BacTiter-Glo luminescence, 24 h | inhibition, % at 10 µM | hit rate 1.4% among 330,000;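 active = inhibition of 40% or more at the single tested concentration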;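 note: wild-type TIM10 isogenic control strain grown at permissive 25 °C; 0% = DMSO yeast wells and 100% = minimal medium wells without yeast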
# XBP1 UPR activ – adaptive UPR (XBP1) activation; CHO-XBP1 luciferase reporter, IRE1-XBP1 UPR activation, luminescence; percent of tunicamycin response, DMSO as zero; activation, % at 20 µM; hit rate 0.33% among 330,000;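 active = versus positive control, 20 µM dose yields 30% or more activation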;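 note: 100% = tunicamycin at 10 µg/mL and 0% = DMSO only wells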
#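 Test system: CHO-XBP1 luciferase reporter cells | Buffer or medium: Serum-containing F12 medium, 10% FBS | Schedule: 6 h compound exposure at 37 °C, 5% CO2 | Detection: Steady-Glo luciferase glow luminescence, 10 min after reagent addition | Read-out basis: Activation, % of tunicamycin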
# APJ antagonist – APJ receptor antagonism | P35414 | CHO-K1 APJ beta-arrestin complementation, luminescence | inhibition, % at 20 µM | hit rate 0.32% among 330,000;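 active = inhibition above about 40% at 20 µM, limit read from the data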;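 note: cells challenged with 10 nM apelin-13 agonist together with compound; plate controls were apelin-13 plus DMSO wells for no effect and DMSO wells lacking apelin-13 for full effect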
# CXCR6 block – blocks human CXCR6 beta-arrestin recruitment; O00574; CHO-K1 PathHunter CXCR6 beta-arrestin, luminescence; inhibition, % at 20 µM; hit rate 0.36% among 360,000; AID 602244; in the data active = inhibition above about 34%, passing the limit was not always enough;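 note: antagonist mode with CXCL16 agonist at 10 nM final; 0% = 10 nM CXCL16 with DMSO and 100% = unstimulated wells without agonist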
# Target sequence (O00574 whole entry, looked up): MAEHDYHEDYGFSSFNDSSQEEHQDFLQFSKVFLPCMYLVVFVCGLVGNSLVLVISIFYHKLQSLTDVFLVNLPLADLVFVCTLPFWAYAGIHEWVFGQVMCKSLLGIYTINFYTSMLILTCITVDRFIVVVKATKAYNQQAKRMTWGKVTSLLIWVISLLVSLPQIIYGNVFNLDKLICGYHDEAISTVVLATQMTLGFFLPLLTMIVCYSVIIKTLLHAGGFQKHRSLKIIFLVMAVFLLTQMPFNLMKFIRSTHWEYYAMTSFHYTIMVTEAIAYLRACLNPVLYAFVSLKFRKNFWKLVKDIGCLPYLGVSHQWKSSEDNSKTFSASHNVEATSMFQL
# tim10-1 inh – growth inhibitors of tim10-1 mutant yeast; hit rate 2.2% among 330,000; inhibition, % at 20 µM; AID 463190; S. cerevisiae tim10-1 ts strain growth, BacTiter-Glo, 24 h;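 active = inhibition of at least 40%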;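 note: mutant grown at 25 °C; 0% = DMSO wells with yeast and 100% = wells holding no yeast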
# Numbers without * were called inactive; x = not tested or not shown.
# A first look:
1	CCOCCCNC(=O)c1ccc(-n2c(=S)[nH]c3ccccc3c2=O)cc1
2	CCOC(=O)Cn1c(=O)c(F)cn(Cc2ccc(OC)c([N+](=O)[O-])c2)c1=O
3	CC1(C)CC(=O)C=C(NNC(=O)c2ccccc2)C1
4	Cc1ccc(S(=O)(=O)NCCSc2nnnn2-c2ccccc2)cc1
5	Cc1cccc(N(C(=O)c2snc(C(N)=O)c2N)C(C(=O)NCC2CCCO2)c2cccs2)c1 (configuration not stated)
assay / compound,1,2,3,4,5
CXCR6 block,-2,9,13,4,-1
tim10-1 inh,16,-2,11,24,15
TIM10 inh,3,-2,0,-12,23
tim23-1 inh,6,2,21,32,11
CHOP UPR activ,1.2,1.2,-0.9,-1.5,1.3
APJ agonist,0,-3,5,3,-3
APJ antagonist,5,15,0,7,22
Mdm2 MdmX PPI,0,13,7,-13,-12
XBP1 UPR activ,0,-2,-1,-4,3

# Results (from the top)
1	CCOCCCNC(=O)c1ccc(-n2c(=S)[nH]c3ccccc3c2=O)cc1
2	CCOC(=O)Cn1c(=O)c(F)cn(Cc2ccc(OC)c([N+](=O)[O-])c2)c1=O
3	CC1(C)CC(=O)C=C(NNC(=O)c2ccccc2)C1
4	Cc1ccc(S(=O)(=O)NCCSc2nnnn2-c2ccccc2)cc1
5	Cc1cccc(N(C(=O)c2snc(C(N)=O)c2N)C(C(=O)NCC2CCCO2)c2cccs2)c1 (configuration not stated)
6	CCSCCNC(=O)c1cc(-n2cnnc2)ccc1Cl
7	CC(=O)Nc1ccc(OCC(O)Cn2c(C)nc3ccccc32)cc1 (configuration not stated)
8	COC(=O)c1ccc(OCC(=O)c2cccc(OC)c2)cc1
9	Cn1c(=O)oc2cc(S(=O)(=O)N3CCCC(C(=O)NCC4COc5ccccc5O4)C3)ccc21 (configuration not stated)
10	CCCn1c(Cc2ccccc2)n[nH]c1=S
assay / compound,1,2,3,4,5,6,7,8,9,10
CXCR6 block,-2,9,13,4,-1,-6,-5,5,-5,-11
tim10-1 inh,16,-2,11,24,15,-5,2,-4,6,23
TIM10 inh,3,-2,0,-12,23,-6,-3,6,-4,-1
tim23-1 inh,6,2,21,32,11,5,7,4,-3,17
CHOP UPR activ,1.2,1.2,-0.9,-1.5,1.3,-0.3,-0.2,2.5,1.7,-1.3
APJ agonist,0,-3,5,3,-3,1,0,-3,-1,-2
APJ antagonist,5,15,0,7,22,-5,1,-2,-51,-19
Mdm2 MdmX PPI,0,13,7,-13,-12,-15,-2,-30,6,13
XBP1 UPR activ,0,-2,-1,-4,3,0,-3,0,-3,-4

# Three entries from above, arranged by the value under CXCR6 block, rising:
no. | structure | CXCR6 block | APJ agonist | APJ antagonist | Mdm2 MdmX PPI | XBP1 UPR activ
6 | CCSCCNC(=O)c1cc(-n2cnnc2)ccc1Cl | -6 | 1 | -5 | -15 | 0
4 | Cc1ccc(S(=O)(=O)NCCSc2nnnn2-c2ccccc2)cc1 | 4 | 3 | 7 | -13 | -4
3 | CC1(C)CC(=O)C=C(NNC(=O)c2ccccc2)C1 | 13 | 5 | 0 | 7 | -1

# Carrying on.
11	S=c1[nH]nc(CSCCOc2ccc(Cl)cc2Cl)o1
12	Cc1c(NS(=O)(=O)c2ccc(C(=O)NCc3ccccc3)cc2)c(=O)n(-c2ccccc2)n1C
13	Cc1c(O)c(=O)n(-c2ccccc2)n1C
14	CCOC(=O)C1=C(C)N=c2s/c(=C/c3ccc(OCC(=O)O)cc3)c(=O)n2C1c1ccc(OC)cc1OC (configuration not stated)
15	CCOC(=O)c1c(NC(=O)CSc2nnc(CNC(=O)c3ccco3)n2C)sc2c1CCC2
16	COc1cc(C(=O)Oc2ccccc2N)cc(OC)c1OC
17	c1ccc(CN2OCC3Cn4c(nc5ccccc54)C32)cc1 (configuration not stated)
18	O=c1[nH]nc(Sc2ncnc3sccc23)n1CCc1ccccc1
19	COc1ccc(CNC(=O)C(=O)NCC2CCCO2)cc1 (configuration not stated)
20	CC(On1c(-c2ccccc2)nc2ccc(Cl)cc21)C(=O)O (configuration not stated)
assay / compound,11,12,13,14,15,16,17,18,19,20
CXCR6 block,1,0,-5,12,4,-8,-8,8,-3,-5
tim10-1 inh,12,5,-2,29,21,2,9,19,7,9
TIM10 inh,23,7,1,16,-3,8,-4,10,-17,-13
tim23-1 inh,18,16,12,15,15,8,9,6,6,8
CHOP UPR activ,1.9,-1.3,0.5,1.2,-0.1,-1.2,1.6,-1.5,-1.1,1.8
APJ agonist,-5,-1,-2,-3,2,-3,0,4,-2,-2
APJ antagonist,18,13,1,31,-5,-2,-11,-6,3,8
Mdm2 MdmX PPI,-18,-5,10,-1,-16,6,-17,85*,5,1
XBP1 UPR activ,0,-3,-10,-2,-2,2,1,-1,-1,2

21	COc1cc(C2NC(=O)CCC2[N+](=O)[O-])cc(Br)c1OC (configuration not stated)
22	O=C(Nc1ccccc1-c1ccccc1)C1CCCC1
23	O=C(NCc1cccc2ccsc12)c1cccs1
24	CC1CC(C)CN(CCCNC(=O)Cn2ncn3cccc3c2=O)C1 (configuration not stated)
25	O=C(COC(=O)C12CC3CC(CC(C3)C1)C2)NCCCc1ccccc1
26	CN(C(=O)CS(=O)(=O)c1cn(CC(=O)N2CCCC2)c2ccccc12)c1ccccc1
27	O=S(=O)(NC(=S)c1ccccc1)c1ccccc1
28	COc1cccc(C2=NOC(C(=O)NC3CCCCC3)C2)c1 (configuration not stated)
29	Cc1ccccc1NC(=O)CSc1nnc(Cc2cccn2C)n1-c1ccc(F)cc1
30	COC(=O)c1c(NC(=O)CN2CCN(S(=O)(=O)c3ccccc3)CC2)sc2c1CCC(C)C2 (configuration not stated)
assay / compound,21,22,23,24,25,26,27,28,29,30
CXCR6 block,3,12,5,4,10,-7,14,8,-2,x
tim10-1 inh,2,15,-11,15,30,-19,-9,5,18,-9
TIM10 inh,0,11,-12,1,38,-2,3,-9,-5,-44
tim23-1 inh,1,26,11,7,42,-4,13,13,13,1
CHOP UPR activ,-0.5,-0.1,3.6,-1.3,0.4,-0.6,-0.2,0.5,-0.5,2.1
APJ agonist,-6,-1,-5,-2,-2,7,0,-1,-4,-2
APJ antagonist,2,11,-5,-9,5,-5,20,16,20,2
Mdm2 MdmX PPI,10,16,-1,-1,3,2,-2,10,19,34
XBP1 UPR activ,-6,0,4,0,-1,-6,-3,1,-3,-2

31	COc1ccc(/C=N/Nc2nc(Nc3ccccc3)nc(N3CCCC3)n2)cc1
32	O=C(O)CCSc1nnc(COc2cccc3cccnc23)n1-c1ccccc1
33	CC(C)c1ccc2c(c1)C(c1ccc(N3CCOCC3)cc1)=NNC(c1cccs1)=N2
34	CCCCCC(=O)NC(=S)Nc1cccc(C(C)=O)c1
35	O=C(Nc1ccccc1F)Nc1cc(S(=O)(=O)N2CCOCC2)ccc1N1CCCC1
36	Cc1ccc(S(=O)(=O)Nn2c(O)c(C=C3N=c4ccccc4=N3)sc2=S)cc1
37	O=C1CC(c2cccc(Cl)c2)CC(O)=C1C=NC1CCCC1 (configuration not stated)
38	Cc1nc(NC(=O)CSc2ccccc2N)sc1C
39	CC(C)N(CCNCC(O)COc1ccc(C(C)(C)c2ccccc2)cc1)C(C)C (configuration not stated)
40	COc1ccc(S(=O)(=O)N2CCC(C(=O)NCCC(=O)NCc3cccc(OC)c3)CC2)cc1
assay / compound,31,32,33,34,35,36,37,38,39,40
CXCR6 block,7,6,6,1,1,8,7,x,-4,1
tim10-1 inh,10,7,7,40,1,0,26,-4,-7,17
TIM10 inh,-2,-6,11,43*,9,4,-12,0,8,9
tim23-1 inh,24,12,31,42,11,-9,25,2,-38,11
CHOP UPR activ,2.3,-0.1,5.9,-0.9,0.6,0.6,1.2,2.8,1.8,-0.8
APJ agonist,0,-2,-4,-2,0,0,-1,4,-2,-4
APJ antagonist,1,9,19,11,12,-20,1,-10,-4,0
Mdm2 MdmX PPI,-11,3,19,13,21,-12,5,-12,20,30
XBP1 UPR activ,1,-1,4,0,-1,-2,-2,2,-3,-6

41	CSc1c(C#N)sc(=S)n1-c1ccc(C)cc1
42	N/C(CS(=O)(=O)c1ccccn1)=N\OC(=O)c1ccccc1Cl
43	O=C(COc1ncnc2ccccc12)NCC1CCCO1 (configuration not stated)
44	Cn1c(=O)nc2n(Cc3ccccc3)c3ccccc3cc-2c1=O
45	O=C(CCOc1ccccc1)NCC(c1ccco1)N1CCCCC1 (configuration not stated)
46	CC(C)NC(=O)C1(c2ccccc2)CCOCC1
47	COc1ccc(-c2noc(CNC(=O)CCN3C(=O)[C@H]4CC=CC[C@H]4C3=O)n2)cc1
48	Cc1c(OCC(=O)NCC2CCC(C(=O)NCCCO)CC2)ccc2c(-c3ccccc3)cc(=O)oc12 (configuration not stated)
49	Cn1c(=O)[nH]c(=O)c2c1nc(N1CCNCC1)n2Cc1ccccc1
50	CN1CCC(=NNC(=O)c2cn(-c3ccccc3)nc2-c2ccccc2)CC1
assay / compound,41,42,43,44,45,46,47,48,49,50
CXCR6 block,-3,1,-3,-3,-3,0,2,1,5,6
tim10-1 inh,10,-2,-5,15,11,10,0,7,27,30
TIM10 inh,22,14,10,8,7,1,-1,0,8,27
tim23-1 inh,21,10,8,-3,-5,17,4,5,13,39
CHOP UPR activ,0.4,6.1,-0.4,1.2,-1.8,-2.6,-0.8,-0.7,5.1,0.7
APJ agonist,-3,-1,-1,-1,-4,-3,1,-1,-1,0
APJ antagonist,15,0,4,19,26,-10,-40,10,10,-4
Mdm2 MdmX PPI,29,-45,24,5,11,-13,1,16,18,12
XBP1 UPR activ,1,3,2,-3,2,-1,-5,-9,-1,0

51	CCOC(=O)c1nn(-c2ccccc2)c(C#N)c1N
52	COc1ccccc1N1CCN(C(=O)c2cccs2)CC1
53	Cc1cc(NC(=O)CSc2nc(-c3ccccc3)nc3c2c(=O)n(C)c(=O)n3C)no1
54	COc1ccc(Cl)cc1NC(=O)COC(=O)c1ccc(C)o1
55	CN1CCC(=O)N([C@H](CSc2ccccc2)c2ccccc2)CC1
56	Cc1ccc(C)c(S(=O)(=O)NCC(=O)Nc2sc3c(c2C(N)=O)CCC(C)C3)c1 (configuration not stated)
57	COc1ccccc1C(C)NC(=O)c1ccc(NC(=O)CC2SC(N3CCCC3)=NC2=O)cc1 (configuration not stated)
assay / compound,51,52,53,54,55,56,57
CXCR6 block,-3,-9,1,-2,10,2,0
tim10-1 inh,24,2,-14,16,-12,-10,7
TIM10 inh,5,10,-4,14,-5,-6,16
tim23-1 inh,30,20,4,15,-5,-4,18
CHOP UPR activ,-2.0,-1.4,-0.2,1.0,0.5,9.0,-1.0
APJ agonist,-4,0,-4,-3,3,-1,0
APJ antagonist,-21,15,4,7,17,15,-2
Mdm2 MdmX PPI,-44,10,14,16,18,20,0
XBP1 UPR activ,2,-1,0,-3,0,32*,1

# A portion of the library; rates above refer to the full screens.
